Screening results deposited in PubChem by several laboratories.
Tat transport: E. coli Tat transport inhibition; inhibition, % at 10 µM; hit rate 0.036% among 340,000; E. coli MC4100 TorA-mCherry Tat export, fluorescence;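 active = mean replicate inhibition at least 50% and at least half of replicates individually reaching 50%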;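 also: exported cargo escapes ClpAP degradation while cytoplasmic cargo is degraded and loses fluorescence; 0% = median of neutral control wells and 100% = median of NaSCN control wells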
PKA-R1A activ: activators of PKA-R1A complex. P00514+P68181. PKA-R1A dissociation, Cy5-IP20 fluorescence polarization; scaled: DMSO 0%, 113 µM cGMP 100%. activation, % at 11.4 µM. hit rate 0.083% among 340,000. AID 504707;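 active = percent activation above the mean of all tested compounds plus 3 SD, cut at about 19% in these data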;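 also: higher means more PKAc released from R1A so a rise in polarization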
Ecoli viability: bacterial growth inhibition, counter-screen for AddAB inhibitors | E. coli V3065 growth, OD600 absorbance, 18 h | inhibition, % at 11.9 µM | hit rate 0.27% among 330,000;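 active = inhibition above the campaign's mean inhibition across all tested compounds plus 3 SD, cut at about 9.9% in these data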;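 also: uninfected addAB+ strain grown without phage in ampicillin broth; 0% = DMSO wells and 100% = ciprofloxacin 0.95 µg/ml wells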
Arr AP2 block: inhibitors of human beta-arrestin and AP2 interaction. FITC-arrestin peptide / GST-AP2 beads, flow cytometry; AP2 beta2 appendage carries R879A mutation. inhibition, % at 10 µM. hit rate 0.31% among 340,000;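 active = inhibition above a set limit, near 3 SD of compounds lacking own fluorescence, cut at about 54% in these data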;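 also: plate controls were DMSO wells for no effect and 5 µM unlabelled arrestin peptide for full effect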
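Material – AP2 appendage R879A on GSH beads · Buffer or medium – PBS with 0.05% Tween 20 and 0.1% BSA · Probe or stimulus – fluorescein-tagged arrestin peptide at 50 nM final · Incubation – compound with beads 12 min RT, then probe 1 h RT · Detection – high-throughput flow cytometry of beads, ex 488, em 535 nm · Evaluation – percent response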
phage Ecoli inh: E. coli growth loss with phage present | growth absorbance | inhibition, % at 11.9 µM | hit rate 0.26% among 360,000; in the data active = inhibition above about 11%
AddAB inh: less growth of phage-infected E. coli with AddAB; E. coli expressing H. pylori AddAB, absorbance growth; inhibition, % at 11.9 µM; hit rate 0.29% among 330,000; AID 435030; in the data active = inhibition above about 12%;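 also: 0% = vehicle wells of infected cells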
SUMO Mot1 rescue: SUMOylation pathway inhibition by Mot1-301 growth rescue. S. cerevisiae Mot1-301 growth rescue, ATP luminescence, 38.5C; percent above DMSO median, 100 means doubled. growth rescue, % at 18.8 µM. hit rate 1% among 320,000;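 active = every valid replicate shows activation above 250% relative to neutral control wells; inactive = the rest, any valid replicate at or below 250%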;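 also: OY570 slx delta 5 strain wells were the positive control but not used for scaling; some compounds called inactive have numbers as strong as hits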
PfHsp90 set2: reduces growth (ATP signal) of yeast expressing P. falciparum Hsp90. S. cerevisiae expressing PfHsp90, BacTiter-Glo ATP, 48 h; yeast lacking PDR1 and PDR3 efflux regulators. inhibition, % at 9.4 µM. hit rate 0.32% among 310,000. AID 504621;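 active = every replicate shows inhibition above about 80%, whatever the replicate mean, limit read from the data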;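 also: 0% = DMSO neutral controls and 100% = 20 µM radicicol positive controls; yeast relying on Plasmodium falciparum Hsp90 in place of its own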
OPRM1-OPRD1 inv: inverse agonist of human OPRM1-OPRD1 heterodimerization | P35372+P41143 | cell-based MOR-DOR heterodimer luminescence, inverse agonism | inhibition, % at 9.3 µM | hit rate 0.21% among 340,000; in the data active = inhibition above about 22%, passing the limit was not always enough;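 also: 0% = cells with DMSO and 100% = wells without cells with DMSO; values of inactives mirror those of a sister screen read the other way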
Target sequence (P35372 whole entry, looked up): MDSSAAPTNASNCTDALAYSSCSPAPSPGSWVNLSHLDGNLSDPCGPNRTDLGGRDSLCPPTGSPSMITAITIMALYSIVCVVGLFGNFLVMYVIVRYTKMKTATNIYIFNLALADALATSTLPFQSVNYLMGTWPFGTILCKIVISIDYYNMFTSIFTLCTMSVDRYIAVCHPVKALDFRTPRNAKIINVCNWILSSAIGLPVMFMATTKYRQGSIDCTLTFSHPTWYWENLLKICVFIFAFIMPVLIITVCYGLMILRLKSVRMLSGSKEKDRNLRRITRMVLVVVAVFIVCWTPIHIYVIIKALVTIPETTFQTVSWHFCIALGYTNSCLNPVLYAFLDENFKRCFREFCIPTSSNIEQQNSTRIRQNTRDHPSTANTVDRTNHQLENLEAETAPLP
Target sequence (P41143 whole entry, looked up): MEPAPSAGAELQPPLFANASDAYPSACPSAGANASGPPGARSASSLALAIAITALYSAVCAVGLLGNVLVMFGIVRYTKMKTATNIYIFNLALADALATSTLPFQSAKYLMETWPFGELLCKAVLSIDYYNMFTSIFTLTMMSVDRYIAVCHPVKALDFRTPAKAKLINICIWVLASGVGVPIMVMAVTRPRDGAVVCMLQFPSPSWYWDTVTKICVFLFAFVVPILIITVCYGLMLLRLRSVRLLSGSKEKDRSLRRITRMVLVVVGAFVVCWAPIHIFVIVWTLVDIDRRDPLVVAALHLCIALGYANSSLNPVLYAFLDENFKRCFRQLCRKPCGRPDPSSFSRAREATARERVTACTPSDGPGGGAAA
DSG3 Ab inh: human desmoglein-3 autoantibody binding inhibition; binding (percent of control), % at 10 µM; hit rate 0.48% among 310,000; DSG3-coupled beads, scFv-anti-DSG3-GFP binding, flow cytometry; stronger effect = lower value; P32926;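 active = binding more than 3 SD below its plate's average and above zero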;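 also: hits lower antibody fragment binding to DSG3; some compounds called inactive have numbers as strong as hits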
OPRM1-OPRD1 ag: OPRM1-OPRD1 heterodimerization agonism; P35372+P41143; hit rate 0.3% among 340,000; cells, luminescence; activation, % at 9.3 µM; in the data active = activation above about 18%;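 also: 0% = vehicle-treated cells and 100% = reference agonist; values of inactives mirror those of a sister screen read the other way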
The depositor's hits bear a star; . = not tested or not shown.

1. CCC(=O)NC(=S)Nc1ccc(NC(=O)c2ccco2)c(OC)c1
2. COc1ccccc1N(C)S(=O)(=O)c1ccc(C(=O)OCC(=O)NCCC2=CCCCC2)cc1
3. CCC(C)(C)n1nnnc1C(C(C)C)N(Cc1cccnc1)Cc1ccco1 (centres undefined)
4. C(=C\c1ccccc1)/CN1CCN(Cc2ccc3c(c2)OCO3)CC1
5. COc1ccc(-n2cc(CN(C)Cc3n[nH]c(=O)[nH]3)c(-c3cccc(F)c3)n2)cc1
6. CC(=O)N1CCN(C(=S)NC(=O)c2c(-c3ccccc3Cl)noc2C)CC1
7. COc1ccc(CCNC(=O)c2cccc(Br)c2)cc1OC
8. Cc1ccccc1NC(=O)Nc1cnccn1
9. COc1c(Cl)cc(Cl)cc1/C=N/NC(=O)c1nnn(-c2nonc2N)c1CN1CCC(C)CC1
10. O=C(Cc1ccsc1)NCC(=O)Nc1ccc(F)c(F)c1
Compound	1	2	3	4	5	6	7	8	9	10
Tat transport	-2	2	8	-1	-7	6	4	3	4	1
PKA-R1A activ	-1	18	-7	-9	-10	-6	7	15	-2	-6
Ecoli viability	0.1	0.3	2.7	-1.7	-1.9	-2.7	-0.7	2.6	1.8	0.6
Arr AP2 block	2	4	46	-18	-6	-13	-2	15	-6	-4
phage Ecoli inh	0.8	1.5	3.5	-0.3	1.2	2.8	0.9	1.6	0.8	4.8
AddAB inh	-2.0	0.5	0.9	4.1	3.7	1.0	2.2	1.8	3.6	-0.2
SUMO Mot1 rescue	-2	2	21	74	-16	-13	491	6	-17	18
PfHsp90 set2	-48	10	2	11	-12	-25	-7	-7	23	-1
OPRM1-OPRD1 inv	4	7	13	9	5	9	15	12	-12	14
DSG3 Ab inh	.	100	.	111	103	96	103	100	94	.
OPRM1-OPRD1 ag	-0.8	-1.2	-2.6	-1.8	-0.9	-1.8	-3.0	-2.2	2.3	-2.7

Entries 1 through 2, reprinted for reference:
1. CCC(=O)NC(=S)Nc1ccc(NC(=O)c2ccco2)c(OC)c1
2. COc1ccccc1N(C)S(=O)(=O)c1ccc(C(=O)OCC(=O)NCCC2=CCCCC2)cc1
Compound	1	2
Tat transport	-2	2
PKA-R1A activ	-1	18
Ecoli viability	0.1	0.3
Arr AP2 block	2	4
phage Ecoli inh	0.8	1.5
AddAB inh	-2.0	0.5
SUMO Mot1 rescue	-2	2
PfHsp90 set2	-48	10
OPRM1-OPRD1 inv	4	7
DSG3 Ab inh	.	100
OPRM1-OPRD1 ag	-0.8	-1.2

Five compounds from above, reduced to PKA-R1A activ, phage Ecoli inh and SUMO Mot1 rescue:
item | SMILES | PKA-R1A activ | phage Ecoli inh | SUMO Mot1 rescue
4 | C(=C\c1ccccc1)/CN1CCN(Cc2ccc3c(c2)OCO3)CC1 | -9 | -0.3 | 74
5 | COc1ccc(-n2cc(CN(C)Cc3n[nH]c(=O)[nH]3)c(-c3cccc(F)c3)n2)cc1 | -10 | 1.2 | -16
6 | CC(=O)N1CCN(C(=S)NC(=O)c2c(-c3ccccc3Cl)noc2C)CC1 | -6 | 2.8 | -13
7 | COc1ccc(CCNC(=O)c2cccc(Br)c2)cc1OC | 7 | 0.9 | 491
8 | Cc1ccccc1NC(=O)Nc1cnccn1 | 15 | 1.6 | 6

(next part)
11. COc1cccc(-n2cc(CN(C)Cc3nc(Cc4cccc(F)c4)no3)cn2)c1
12. COc1cc2c(cc1OC)CN(S(=O)(=O)c1ccc3c(c1)OCCO3)CC2
13. O=C(C1CC(=O)N(c2ccccc2)C1)N1CCCCCC1 (centres undefined)
14. COc1cccc(-c2csc(N3CCN(CC(=O)Nc4ccc5c(c4)OCO5)CC3)n2)c1
15. COc1ccc(-n2c(SCC(N)=O)nnc2-c2ccccc2F)cc1
16. Cc1ccc(N(CC(O)CN2CCCC2)S(=O)(=O)c2ccc(C)cc2)cc1 (centres undefined)
17. COc1ccc(NC(=O)Nc2cccc(C)n2)cc1
18. CSc1ccccc1-n1nnnc1SCC(=O)Nc1ccccc1C
19. FC(F)(F)c1nnc2ccc(N3CCCCC3)nn12
20. CCN(CC)S(=O)(=O)c1ccc(C(O)=C(C#N)c2nc3ccccc3n2C)cc1
21. CCCc1nc(C)cc(N2CCN(c3ccccc3)CC2)n1
22. Oc1ccc(Br)cc1/C=N/n1c(-c2ccccc2)n[nH]c1=S
Compound	11	12	13	14	15	16	17	18	19	20	21	22
Tat transport	9	0	-2	-8	10	-3	1	4	.	2	1	-7
PKA-R1A activ	12	6	8	1	-3	1	0	-10	.	2	-6	-1
Ecoli viability	1.5	-2.0	0.5	2.6	1.0	1.4	-1.1	-1.4	-0.5	.	-1.1	0.6
Arr AP2 block	29	16	-13	22	11	-4	4	-11	-4	11	-4	-5
phage Ecoli inh	2.0	1.9	-0.4	1.1	-0.2	0.5	4.1	2.5	0.2	5.2	-1.7	1.0
AddAB inh	2.5	1.0	4.4	2.0	4.5	-1.5	5.5	-0.3	1.2	.	-1.4	-0.4
SUMO Mot1 rescue	-18	-2	7	17	-9	-9	20	506*	31	.	-11	137
PfHsp90 set2	10	.	8	.	3	7	22	.	.	-18	-4	-10
OPRM1-OPRD1 inv	-22	6	16	-1	13	9	9	-10	.	1	8	-16
DSG3 Ab inh	73	97	113	105	80	85	.	101	106	90	106	94
OPRM1-OPRD1 ag	4.3	-1.2	-2.9	0.1	-2.5	-1.7	-1.6	1.8	.	-0.3	-1.7	3.2

The order is random; overall some 2.8% were active at least once.
